PglD inh = C. jejuni PglD acetyltransferase inhibitors, primary screen, biochemical, DTNB colorimetric, single point; purified PglD enzyme, DTNB colorimetric CoA detection; 360,000 tested, 0.098% active; inhibition, % at 12.5 µM; UDP-N-acetylbacillosamine N-acetyltransferase PglD (Campylobacter jejuni); in the data active = inhibition above about 16%, passing the limit was not always enough; also: strong numbers were not always called active
ERp5 inh = inhibitors of ERp5-driven insulin aggregation, primary screen, biochemical, turbidity, absorbance 650 nm, single point. Protein disulfide-isomerase A6 (Homo sapiens), Q15084. 90 min. inhibition, % at 9.99 µM. 350,000 tested, 0.05% active;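 active = mean replicate inhibition above about 25%, with every replicate also reaching it, limit read from the data, passing the limit was not always enough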
Target sequence (Q15084 whole entry, looked up): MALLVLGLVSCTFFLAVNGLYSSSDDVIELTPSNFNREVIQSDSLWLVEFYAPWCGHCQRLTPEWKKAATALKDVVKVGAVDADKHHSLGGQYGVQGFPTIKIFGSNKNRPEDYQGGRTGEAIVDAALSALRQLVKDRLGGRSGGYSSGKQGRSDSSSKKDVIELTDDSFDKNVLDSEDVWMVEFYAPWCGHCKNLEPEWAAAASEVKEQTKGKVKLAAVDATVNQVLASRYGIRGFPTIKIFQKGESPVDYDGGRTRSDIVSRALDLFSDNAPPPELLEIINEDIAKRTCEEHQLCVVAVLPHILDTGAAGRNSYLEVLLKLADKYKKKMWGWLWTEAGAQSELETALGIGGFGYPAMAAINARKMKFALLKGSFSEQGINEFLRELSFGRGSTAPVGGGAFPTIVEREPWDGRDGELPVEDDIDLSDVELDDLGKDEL
E-sel inducer = E-selectin induction in HUVECs, primary screen, imaging, HUVEC, immunofluorescence imaging, single point; P16581; normalized: neutral wells 0, TNF-alpha wells 100; activation, % at 7.58 µM; 260,000 tested, 0.37% active; AID 686992, 2013;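 active = mean E-selectin-positive cell signal at least 10% of the positive control, reached in at least 60% of replicates, without over 20% cell loss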;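 also: in these data hits start at about 27%; measured in HUVEC primary endothelial cells; signal is the percent of cells scored E-selectin positive by PE staining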
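System: HUVEC / Compound: single concentration / Signal: immunofluorescence imaging / Read-out: percent E-selectin-positive cells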
CASP6 VEID inh = human caspase-6 inhibitors, primary screen, biochemical, VEID-R110 fluorescence, single point, set 2. P55212. purified caspase-6, Z-VEID-R110 cleavage fluorescence. inhibition, % at 12.5 µM. 350,000 tested, 0.53% active. AID 686996, 2013;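 active = mean inhibition across replicates at least about 35%, with every replicate also reaching that limit, limit read from the data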;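 also: 0% = median of neutral control wells and 100% = no fluorescence left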
Target sequence (P55212 24-179 limits assumed): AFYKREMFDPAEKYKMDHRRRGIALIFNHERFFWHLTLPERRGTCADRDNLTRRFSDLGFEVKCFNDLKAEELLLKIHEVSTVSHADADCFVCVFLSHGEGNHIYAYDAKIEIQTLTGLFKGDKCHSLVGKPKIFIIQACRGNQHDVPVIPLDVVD
Target sequence (P55212 194-293 limits assumed): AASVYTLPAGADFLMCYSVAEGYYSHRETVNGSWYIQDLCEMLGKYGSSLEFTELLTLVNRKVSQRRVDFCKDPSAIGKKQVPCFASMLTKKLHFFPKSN
esBAF inh = Bmi1 luciferase reporter increase in mESCs, primary screen, esBAF inhibitor project, mouse ES cells, Bmi1 luciferase knock-in, single point; reporter increase, % at 12.5 µM; 24 h; 100% = twice the neutral-well signal; 350,000 tested, 2% active; AID 602393, 2012; in the data active = activation above about 40%;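 also: 0% = median of the plate's neutral control wells and 100% = double that signal; a rise in the Bmi1 reporter signal indicates esBAF inhibition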
RAD52 anneal inh = RAD52 DNA annealing inhibitors, primary screen, biochemical, FRET, single point, set 2; DNA repair protein RAD52 homolog (Homo sapiens), P43351; recombinant RAD52 DNA annealing, FRET fluorescence; inhibition, % at 18.7 µM; 360,000 tested, 0.46% active;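 active = every replicate showing at least 50% inhibition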
RAD54 inh = inhibitors of human RAD54 branch migration, primary screen, biochemical, fluorescence, single point; DNA repair and recombination protein RAD54-like (Homo sapiens), Q92698; RAD54 Holliday junction branch migration, FAM/BHQ fluorescence; inhibition, % at 10.4 µM; 360,000 tested, 0.14% active; AID 602329, 2012;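 active = mean normalized replicate activity at least 40 and at least half of replicates scoring 40 or more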;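 also: 0% = median of neutral control wells and 100% = median of positive control wells; inhibitors cause a drop in the FAM fluorescence signal; in these data hits start at about 50%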
ARNT TACC3 PPI = disruptors of ARNT/TACC3 protein interaction, primary screen, biochemical, AlphaScreen, single concentration. Transforming acidic coiled-coil-containing protein 3 (Homo sapiens), Q9Y6A5. AlphaScreen His-ARNT PAS-B/GST-TACC3 binding, luminescence; TACC3 fragment carries E629A point mutation. inhibition, % at 9.99 µM. 390,000 tested, 0.66% active. AID 623870, 2012;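 active = mean inhibition of replicates at least 50% and at least half of replicates each reaching 50%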;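 also: 0% = complete ARNT plus TACC3 wells and 100% = ARNT alone without TACC3; many hits fall short of the cut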
Starred values were filed as active, the others as inactive; x = no result given.

mol,PglD inh,ERp5 inh,E-sel inducer,CASP6 VEID inh,esBAF inh,RAD52 anneal inh,RAD54 inh,ARNT TACC3 PPI
CN(CC(=O)Nc1ccccc1C(F)(F)F)C(=O)c1cc2c(s1)CCCCC2,7,-5,0.0,4,1,-6,-3,x
COCC(=O)N1[C@H](C#N)[C@H](c2ccc(C3=CCCCC3)cc2)[C@H]1CO,6,-8,3.7,2,-2,-19,-7,11
O=S1(=O)CCN(C2CCCCCC2)CC1,0,-7,-0.1,-1,2,-9,4,x
Cc1cccc(NC(=O)CC(C)S(=O)(=O)c2ccc3c(c2)NC(=O)CO3)c1C (stereo unspecified),-3,-5,x,-2,-3,-9,10,2
COc1ccccc1C1CC(=O)NC(C)=C1C(=O)OC(C)C (stereo unspecified),x,2,x,-1,x,-7,x,-7
CC(C)NC(=O)N(C)C[C@@H]1Oc2c(NS(C)(=O)=O)cccc2C(=O)N([C@H](C)CO)C[C@@H]1C,0,0,0.0,-2,1,-5,-3,4
CCOc1ccc(C(c2c(C)[nH][nH]c2=O)c2c(C)[nH][nH]c2=O)cc1OC,3,x,x,x,-5,x,12,6
COc1ccccc1CNc1nc(Nc2ccccc2-n2cccn2)c2sccc2n1,-1,1,1.9,43*,-11,-3,-3,x
N#Cc1ccc(CN2CCN(CC(=O)Nc3ccccc3C(=O)NC3CC3)CC2)cc1,3,4,0.0,-1,0,-9,5,-5
Cc1ccc(S(=O)(=O)N2CCC(C(=O)N/N=C/c3cccn3C)CC2)cc1,-2,-13,0.2,0,-1,-1,-12,34
C[C@H]1CN([C@@H](C)CO)C(=O)c2cc(NC(=O)Cc3ccccc3)ccc2O[C@@H]1CN(C)S(=O)(=O)c1cccs1,4,1,-4.8,1,-4,2,-13,x
CC1CN(C(=S)SCC(=O)c2ccc(Cl)cc2)CC(C)O1 (stereo unspecified),x,4,2.7,2,x,-12,x,-6
CC(=O)OCC1OC(n2c3c(cc(C#N)c2=S)CCCC3)C(OC(C)=O)C(OC(C)=O)C1OC(C)=O (stereo unspecified),x,1,0.7,0,x,-6,x,-4
O=C(NC(=O)N1CCN(c2ccc(F)cc2)CC1)c1ccccc1,-3,x,x,x,0,x,2,12
COc1cc(S(=O)(=O)N(C)C)ccc1Br,-1,x,x,x,-6,x,-8,-1
CC1(C(=O)NS(=O)(=O)c2ccc(Br)cc2)CCN1C(=O)CC1CCCCC1 (stereo unspecified),-4,-9,0.1,1,8,-1,4,x
CCOc1cc(C=NN=C2c3ccccc3-c3ccccc32)ccc1O,x,0,0.0,-1,x,-2,x,9
Cc1ccccc1-n1nnnc1SCC(=O)NCC1CCCO1 (stereo unspecified),x,3,0.0,4,x,-4,x,8
O=C(Nc1ccc2c(c1)[C@@H]1C[C@@H](CC(=O)N3CCOCC3)O[C@@H](CO)[C@@H]1O2)C1CCC1,10,x,-0.1,x,0,x,-21,-2
C=CCC[C@H](Cc1ccc(F)cc1)C(=O)OC[C@@H](C)NC(=O)[C@H](CC=C)CC(=O)NCCO,1,5,-0.1,5,-2,-19,-5,22
CC(=O)c1ccc(-n2nncc2-c2ccc([N+](=O)[O-])cc2)cc1,x,3,-3.0,0,x,-19,x,6
Cc1ccc2nc(Cl)c(C3CC(c4cccs4)=NN3S(C)(=O)=O)cc2c1 (stereo unspecified),x,-2,0.0,1,x,-7,x,x
C[C@H](CO)N1C[C@H](C)[C@@H](CN(C)C(=O)Cc2cccnc2)Oc2ncc(-c3ccncc3)cc2C1=O,1,0,-0.1,0,-1,7,-2,19
CCCNC(=O)[C@@H]1[C@@H](CO)[C@@H]2Cn3c(ccc(-c4ccc(F)cc4)c3=O)[C@H]1N2CC,2,5,0.4,-4,-1,-9,-1,6
CCS(=O)(=O)Nc1ccc2c(c1)C(=O)N(C)[C@@H]1CC[C@H](CC(=O)Nc3ccccc3)O[C@H]1CO2,3,-2,0.0,1,0,0,2,-17
O=S(=O)(c1ccc(F)cc1)N1CCN=C1SCc1cccnc1,x,2,x,-4,x,-6,x,0
CCOC(=O)Nc1ccc(S(=O)(=O)Nn2cnnc2)cc1,1,3,x,2,-6,-6,-11,-3
CO[C@@H]1CN(C)C(=O)c2cc(NC(=O)c3cc(C)on3)ccc2OC[C@@H](C)N(S(=O)(=O)c2cccc(C)c2)C[C@H]1C,-5,-1,-0.2,-1,4,-22,-5,2
C=CCN=C1NC(c2cccc(F)c2)C(C(=O)OC)=C(C)N1Cc1cccc(C(F)(F)F)c1 (stereo unspecified),x,3,1.3,-2,x,-37,x,x
COC(=O)C1C(=O)NCC1c1ccccc1 (stereo unspecified),6,x,x,x,-13,x,-5,-2

(continued)
mol,PglD inh,ERp5 inh,E-sel inducer,CASP6 VEID inh,esBAF inh,RAD52 anneal inh,RAD54 inh,ARNT TACC3 PPI
CC(=O)Nc1ccc(NS(=O)(=O)c2ccc(C)cc2)c([N+](=O)[O-])c1,6,4,x,-1,x,0,-3,x
C=CCc1cc(Cl)ccc1OCCN1CC(C)OC(C)C1 (stereo unspecified),x,1,x,-2,x,1,x,0
CN1CCN(c2ccc(NC(=O)c3ccc4c(c3)OCCO4)cc2)CC1,x,1,x,-1,x,2,x,-5
COc1c(Cl)cc(Cl)cc1/C=C/C(=O)c1ccc(NC(=O)c2cccs2)cc1,-6,0,0.3,1,-53,-20,2,-3
CO[C@@H](CN(C)S(=O)(=O)c1cn(C)cn1)[C@H](C)CN(C(=O)Nc1ccc(C(F)(F)F)cc1)[C@@H](C)CO,2,0,-0.1,0,-4,8,-2,10
CN(CCCC(=O)NCc1ccco1)S(=O)(=O)c1ccccc1,x,1,x,0,-8,-9,x,17
O=C(c1cccc(F)c1)N1CCCCN2[C@H](CO)[C@@H](c3ccc(C#CC4(O)CCCC4)cc3)[C@@H]2C1,-47,0,-0.1,-2,23,-3,-2,-9
COc1ccc(CN2C(=O)CN(S(C)(=O)=O)CC2(C)C(=O)NC(C)C)cc1 (stereo unspecified),x,0,-4.2,-1,x,-7,x,x
CCOc1cc(C(=S)N2CCCCC2)ccc1OCC(=O)NCc1ccccc1,-7,2,x,3,-9,-11,-1,10
CC(C)NC(=O)N(C)C[C@H]1Oc2ccc(N(C)C)cc2CC(=O)N([C@@H](C)CO)C[C@H]1C,4,-5,x,2,-2,-2,-7,14
CC1CC(C)CN(C(=O)Cn2cc(C=O)c3ccccc32)C1 (stereo unspecified),0,5,-0.2,3,7,-13,6,-3
CCN(CC)C(=O)CSc1nnc(-c2ccccc2)n1N,3,x,x,x,-1,x,-2,-4
CC(=O)Nc1ccc(NC(=O)C(C)Sc2nnc(-c3cccs3)o2)cc1 (stereo unspecified),0,-1,0.1,3,-4,-2,-5,0
O=C(C[C@@H]1CC[C@H](NC(=O)c2ccc(F)cc2)[C@@H](CO)O1)NCCc1ccccc1,0,4,0.3,-4,-1,7,14,6
CCc1ccc(CNC(=O)C2CC(=O)N(CCc3ccc(C)cc3)C2)cc1 (stereo unspecified),1,x,x,x,-8,x,6,7
CC(C)c1c(C(=O)N/N=C/c2ccc(OCc3ccc(F)cc3)cc2)nnn1-c1nonc1N,-5,-10,x,-1,10,-2,2,-4
C[C@@H]1CN([C@H](C)CO)C(=O)c2cccc(NS(=O)(=O)c3ccc(F)cc3)c2O[C@@H]1CN(C)Cc1ccc(C(=O)O)cc1,8,3,-0.3,1,-5,1,0,-11
O=C(Nc1ccc(Cl)c([N+](=O)[O-])c1)ONC1=NCCCCC1,1,3,2.2,1,-3,-26,-6,1
CN[C@H]1C[C@H]2c3cc(Oc4ccccc4C)ccc3CCN2C(=O)[C@H]1[C@H](C)O,-4,-1,-1.5,-2,-8,-18,8,x
CCn1c(-c2ccc(Cl)cc2)n[nH]c1=S,4,x,x,x,7,x,-4,-7
COc1ccc(CNS(=O)(=O)CCNC(=O)c2cccc(OC)c2)cc1,2,0,0.9,-5,-4,-3,11,-16
Cc1nc2c(c(C)nn2-c2ccccc2)c(C)c1C,x,-2,x,0,x,-10,x,-2
CC(O)CNc1nc2ccccc2n1CC(=O)NC12CC3CC(CC(C3)C1)C2 (stereo unspecified),x,3,-0.1,-4,x,8,x,4
COC(=O)c1ccc(N(CC(=O)NC2CCCC2)C(=O)c2ccc(C)s2)cc1,0,-1,1.3,1,-1,-2,-10,-11
COC(=O)CCC(=O)Nc1ccc(S(=O)(=O)Nc2nc(C)cc(C)n2)cc1,3,0,0.3,-2,-6,-9,-9,-2
C[C@@H]1CN([C@@H](C)CO)C(=O)c2cccc(NC(=O)Nc3ccc(C(F)(F)F)cc3)c2O[C@H]1CN(C)C,16,-7,x,4,2,-5,-10,-4
Cc1ccccc1OCCC(=O)OCC(=O)NNC(=O)c1cccs1,-3,-12,x,1,14,-5,6,2
Cc1noc(C)c1NC(=O)Nc1cccc2c1O[C@@H](CN(C)S(=O)(=O)c1ccc(F)cc1)[C@@H](C)CN([C@H](C)CO)C2=O,-2,11,25,-2,-4,-1,9,3

Structures above containing an aryl methoxy group, in the order listed:
mol,PglD inh,ERp5 inh,E-sel inducer,CASP6 VEID inh,esBAF inh,RAD52 anneal inh,RAD54 inh,ARNT TACC3 PPI
COc1ccccc1C1CC(=O)NC(C)=C1C(=O)OC(C)C (stereo unspecified),x,2,x,-1,x,-7,x,-7
CCOc1ccc(C(c2c(C)[nH][nH]c2=O)c2c(C)[nH][nH]c2=O)cc1OC,3,x,x,x,-5,x,12,6
COc1ccccc1CNc1nc(Nc2ccccc2-n2cccn2)c2sccc2n1,-1,1,1.9,43*,-11,-3,-3,x
COc1cc(S(=O)(=O)N(C)C)ccc1Br,-1,x,x,x,-6,x,-8,-1
COc1c(Cl)cc(Cl)cc1/C=C/C(=O)c1ccc(NC(=O)c2cccs2)cc1,-6,0,0.3,1,-53,-20,2,-3
COc1ccc(CN2C(=O)CN(S(C)(=O)=O)CC2(C)C(=O)NC(C)C)cc1 (stereo unspecified),x,0,-4.2,-1,x,-7,x,x
COc1ccc(CNS(=O)(=O)CCNC(=O)c2cccc(OC)c2)cc1,2,0,0.9,-5,-4,-3,11,-16

Source: PubChem BioAssay
